APP 5'UTR act: APP 5'UTR luciferase reporter activation | SH-SY5Y APP 5'UTR luciferase reporter, luminescence; zero percent = DMSO vehicle wells | activation, % at 2 µM | hit rate 1% among 190,000 | AID 1276;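 active = activation above a set limit, based on mean plus 3 SD of controls, cut at about 140% in these data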; also: values of inactives mirror those of a sister screen read the other way
NF-kB expr up: compounds increasing NF-kB expression in human neuronal cells; NF-kB reporter expression; active compounds read high; fold change at 12.5 µM; hit rate 1.6% among 190,000; AID 1239; in the data active = fold change above about 3.3
STAT3 blocker: STAT3 signaling inhibition; U3A cells, IL-6 STAT3-luciferase reporter, luminescence; host cell line lacks STAT1; inhibition, % at 5.5 µM; hit rate 0.89% among 190,000; AID 862;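 active = inhibition above the mean inhibition across all screened compounds plus 3 SD, cut at about 44% in these data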;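 also: 0% = DMSO only wells and 100% = 100 µM nifuroxazide control wells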
Efa HMGR inh: inhibitors of class II HMG-CoA reductase from Enterococcus faecalis. purified E. faecalis HMGR, NADPH absorbance 340 nm kinetic. inhibition, % at 10 µM. hit rate 0.41% among 190,000. AID 1066;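 active = inhibition above a set limit, the median over all tested compounds plus 3 SD, cut at about 9.5% in these data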;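 also: enzyme runs in reverse so mevalonate oxidation gives rising NADPH absorbance; 0% = complete reaction with DMSO and 100% = background rate lacking mevalonate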
TLR4-MyD88 BLA: blocks binding of human TLR4 to MyD88 | AID 861 | inhibition, % at 8.4 µM | HeLa CL3-4 TLR4/MyD88 BLA complementation, FRET ratio | hit rate 0.18% among 200,000; in the data active = inhibition above about 25%;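 also: 0% = vehicle and 100% = reference inhibitor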
STAT3 activator: increases IL-6 driven STAT3 reporter signal; U3A cells, IL-6 STAT3-luciferase reporter, luminescence; 100% = signal with IL-6 EC80 alone; activation (% of control), % at 5.6 µM; hit rate 0.91% among 190,000; AID 871;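 active = activation above the screen-wide mean of compound activation plus 3 SD, cut at about 130% in these data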;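 also: 0% = background luminescence of wells with medium and substrate only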
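Test system: human U3A cells carrying STAT3-luciferase construct; control set: IL-6-only wells as 100% reference; timing: compound pre-incubation 1 h before IL-6, then 6 h stimulation at 37 °C; also added: IL-6 stimulus at 33 ng/mL final; evaluation: % activation versus median of IL-6-stimulated wells; detection: reporter luminescence signal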
Redox H2O2 prof: compounds producing H2O2 with reducing agent – biochemical, NIH compound library profiling, artefact control for MLSCN library redox annotation, primary screen; hit rate 0.03% among 200,000; DTT-dependent redox cycling H2O2, phenol red/HRP absorbance; 100% = 100 µM peroxide control, 0% = buffer; activation, % at 10 µM; AID 878;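 active = activation of at least 50% relative to the plate's high and low controls in the primary single-dose screen; inactive = activation below 50%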;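 also: compound incubated with DTT at 0.8 mM final as the reducing agent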
STAT1 activator: STAT1 signaling activation; NIH 3T3 STAT1-luciferase reporter, IFN-gamma, luminescence; 100% = IFN-gamma alone, no compound; activation (% of control), % at 5.5 µM; hit rate 2.6% among 200,000; AID 932;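 active = activation above the screen-wide mean activation plus 3 SD, cut at about 130% in these data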;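 also: raw ratio to IFN-gamma control signal so 100% means no change and 0% no light; values of inactives mirror those of a sister screen read the other way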
STAT1 inh: inhibitors of IFN-gamma induced STAT1 signaling; NIH 3T3 STAT1-luciferase reporter, luminescence; inhibition, % at 5.5 µM; hit rate 0.35% among 200,000;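 active = inhibition above a set limit, the mean inhibition across all tested compounds plus 3 SD, cut at about 34% in these data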;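 also: 0% = IFN-gamma with DMSO and 100% = IFN-gamma with 300 µM nifuroxazide; values of inactives mirror those of a sister screen read the other way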
Hsp70 act: Hsp70 transcriptional activation, primary screen; HeLa Hsp70 promoter luciferase reporter, luminescence; scaled: vehicle 0, proteasome-inhibitor control 100%; activation, % at 10 µM; hit rate 0.04% among 200,000; AID 1203;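 active = activation above the mean across all tested compounds plus 3 SD, cutoff set per campaign, cut at about 5.5% in these data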;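 also: 100% = MG132 at 30 µM as the positive control and 0% = DMSO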
Starred values were filed as active, the others as inactive; . = not tested or not shown. Some of the compounds tested; the hit share may differ from the screen's.

SMILES	APP 5'UTR act	NF-kB expr up	STAT3 blocker	Efa HMGR inh	TLR4-MyD88 BLA	STAT3 activator	Redox H2O2 prof	STAT1 activator	STAT1 inh	Hsp70 act
C/C(CC(c1ccccc1)c1c(O)c2ccccc2oc1=O)=N\NC(N)=S (configuration not stated)	-7	1	10	4	6	94	0.8	100	0	-0.6
N#CCCn1cc(C(=O)O)c(-c2cccc([N+](=O)[O-])c2)n1	1	1.3	8	-8	-19	100	0.3	94	5	-0.1
COc1cc2occc2c2oc(=O)ccc12	-3	1.6	11	1	-12	89	0.1	92	9	-0.1
COc1cccc(CNCCc2c[nH]c3ccccc23)c1OC	-7	0.89	15	6	8	97	0.8	96	4	0.1
CCC(=NCC1CCCO1)c1c(O)n(-c2ccccc2)c(=O)[nH]c1=O (configuration not stated)	-4	1	1	-3	-6	101	-0.6	91	10	-0.1
Cc1ccc(S(=O)(=O)N(C)CCCC(=O)N2CCN(c3ccccn3)CC2)cc1	13	0.82	11	3	10	97	1.3	101	-1	-0.3
O=c1cccc2n1CC1CC2CN(Cc2cccc(Cl)c2Cl)C1 (configuration not stated)	6	0.98	9	-5	5	98	-2.4	105	-4	-0.2
FC(F)(F)c1ccc2c(c1)ncn2C1CCN(Cc2nnnn2C2CCCCC2)CC1	6	0.77	8	1	15	96	0.7	110	-11	-0.3
OCCNc1c2c(nc3ccccc13)CCCC2	-10	1.3	12	-5	8	98	2.3	99	1	-0.6
O=C(C[N+]12CCC(CC1)C(CO)C2)c1ccc([N+](=O)[O-])cc1 (configuration not stated)	24	1.2	9	-4	-21	101	-1.5	90	9	0.0
OCC12CO[C@@H]3c4ccccc4[C@H](OC1)N32 (some centres not stated)	-30	0.9	6	-2	4	101	0.3	100	-1	0.3
CN(C)c1ccc(/C=C2/C(=O)NC(=O)N(Cc3ccco3)C2=O)cc1	-6	1.3	-2	-6	-9	101	0.4	108	-9	-0.3
CC(C)CCOC(=O)c1c(N)n(CC2CCCO2)c2nc3ccccc3nc12 (configuration not stated)	8	0.59	7	-4	2	95	-0.3	100	0	0.0
CC(C)N1C(=O)/C(=C/C=C/c2ccco2)C(=O)N(Cc2ccco2)C1=O	14	1.8	-6	0	-5	112	-4.5	88	13	0.0
O=C1NC(=O)C(CCc2ccncc2)(CCc2ccncc2)C(=O)N1Cc1ccc(F)cc1	2	0.95	5	-4	-8	98	-0.1	107	-9	-0.2
COc1ccc2[nH]c(C)c(CCN3CCC(=O)C(C)C3C)c2c1 (configuration not stated)	.	0.98	5	3	4	103	-0.6	101	-1	-0.2
CC(=NCc1ccc(F)cc1)c1c(O)n(C)c(=O)n(C)c1=O	-11	1.2	8	0	-20	96	-0.1	97	3	-0.1
O=C(Cc1ccccc1)Oc1ccc(N2C(=O)C3CCCCC3C2=O)cc1 (configuration not stated)	3	0.98	3	-3	-2	100	0.5	97	4	0.2
CC12CCC3C(CC=C4CC(O)CCC43C)C1C/C(=C\c1ccccc1F)C2=O (configuration not stated)	29	0.66	-15	-2	-9	108	0.7	104	-4	-0.1
CCCC12CN3CC(CCC)(CN(C1)C3c1ccccn1)C2=O (configuration not stated)	-14	1.3	-7	-3	-3	106	-0.2	106	-2	0.2
CC(C)[C@H]1C(=O)O[C@H](C(C)C)C(=O)N(C)[C@@H](C(C)C)C(=O)O[C@H](C(C)C)C(=O)N(C)[C@@H](C(C)C)C(=O)O[C@H](C(C)C)C(=O)N1C	-5	0.63	.	-2	-3	.	0.1	56	47*	-0.2
Cc1ccccc1OCCN=Cc1c(O)n(C)c(=O)n(C)c1=O	-6	1.5	26	-6	-71	81	0.2	80	22	-0.3
Cc1nc2cc(C(F)(F)F)ccc2n1C1CCN(Cc2nnnn2CCc2ccccc2)CC1	6	0.77	-1	4	-13	103	1.0	95	6	0.0
CN(C)c1cccc2c(C#N)ccc(N(C)C)c12	17	0.95	0	1	4	101	-0.3	105	-7	-0.3
N#CC1=C(N)Oc2c(c(=O)sc3ccccc23)C1c1ccncc1 (configuration not stated)	-1	1.2	1	0	0	101	0.0	88	12	0.0

Rewritten with bars between the fields: twelve of the compounds above.
compound | APP 5'UTR act | NF-kB expr up | STAT3 blocker | Efa HMGR inh | TLR4-MyD88 BLA | STAT3 activator | Redox H2O2 prof | STAT1 activator | STAT1 inh | Hsp70 act
C/C(CC(c1ccccc1)c1c(O)c2ccccc2oc1=O)=N\NC(N)=S (configuration not stated) | -7 | 1 | 10 | 4 | 6 | 94 | 0.8 | 100 | 0 | -0.6
N#CCCn1cc(C(=O)O)c(-c2cccc([N+](=O)[O-])c2)n1 | 1 | 1.3 | 8 | -8 | -19 | 100 | 0.3 | 94 | 5 | -0.1
COc1cc2occc2c2oc(=O)ccc12 | -3 | 1.6 | 11 | 1 | -12 | 89 | 0.1 | 92 | 9 | -0.1
COc1cccc(CNCCc2c[nH]c3ccccc23)c1OC | -7 | 0.89 | 15 | 6 | 8 | 97 | 0.8 | 96 | 4 | 0.1
CCC(=NCC1CCCO1)c1c(O)n(-c2ccccc2)c(=O)[nH]c1=O (configuration not stated) | -4 | 1 | 1 | -3 | -6 | 101 | -0.6 | 91 | 10 | -0.1
Cc1ccc(S(=O)(=O)N(C)CCCC(=O)N2CCN(c3ccccn3)CC2)cc1 | 13 | 0.82 | 11 | 3 | 10 | 97 | 1.3 | 101 | -1 | -0.3
O=c1cccc2n1CC1CC2CN(Cc2cccc(Cl)c2Cl)C1 (configuration not stated) | 6 | 0.98 | 9 | -5 | 5 | 98 | -2.4 | 105 | -4 | -0.2
FC(F)(F)c1ccc2c(c1)ncn2C1CCN(Cc2nnnn2C2CCCCC2)CC1 | 6 | 0.77 | 8 | 1 | 15 | 96 | 0.7 | 110 | -11 | -0.3
OCCNc1c2c(nc3ccccc13)CCCC2 | -10 | 1.3 | 12 | -5 | 8 | 98 | 2.3 | 99 | 1 | -0.6
O=C(C[N+]12CCC(CC1)C(CO)C2)c1ccc([N+](=O)[O-])cc1 (configuration not stated) | 24 | 1.2 | 9 | -4 | -21 | 101 | -1.5 | 90 | 9 | 0.0
OCC12CO[C@@H]3c4ccccc4[C@H](OC1)N32 (some centres not stated) | -30 | 0.9 | 6 | -2 | 4 | 101 | 0.3 | 100 | -1 | 0.3
CN(C)c1ccc(/C=C2/C(=O)NC(=O)N(Cc3ccco3)C2=O)cc1 | -6 | 1.3 | -2 | -6 | -9 | 101 | 0.4 | 108 | -9 | -0.3

Compound activity from PubChem.
